# Assay outcomes: PubChem BioAssay, several laboratories
# HIF-2a inh = HIF-2a inhibition. 786-0 RCC cells HIF-2a reporter, luciferase luminescence, overnight. inhibition, % at 18.8 µM. hit rate 0.72% among 360,000;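 active = inhibition of the luminescence signal of 40% or more relative to plate controls, in a single-dose primary screen at 18.75 µM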
# PDI turbidity = inhibitors of human protein disulfide isomerase. P07237. inhibition, % at 10 µM. hit rate 0.052% among 350,000. AID 588391. PDI insulin aggregation turbidity, A650, 90 min;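 active = mean inhibition across replicates of 30% or more, whatever share of single replicates reach that level; inconclusive = mean inhibition below 30% while every single replicate reaches 30%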;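 also: absorbance from insulin aggregation driven by PDI reduction with DTT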
# Target sequence (P07237 whole entry, looked up): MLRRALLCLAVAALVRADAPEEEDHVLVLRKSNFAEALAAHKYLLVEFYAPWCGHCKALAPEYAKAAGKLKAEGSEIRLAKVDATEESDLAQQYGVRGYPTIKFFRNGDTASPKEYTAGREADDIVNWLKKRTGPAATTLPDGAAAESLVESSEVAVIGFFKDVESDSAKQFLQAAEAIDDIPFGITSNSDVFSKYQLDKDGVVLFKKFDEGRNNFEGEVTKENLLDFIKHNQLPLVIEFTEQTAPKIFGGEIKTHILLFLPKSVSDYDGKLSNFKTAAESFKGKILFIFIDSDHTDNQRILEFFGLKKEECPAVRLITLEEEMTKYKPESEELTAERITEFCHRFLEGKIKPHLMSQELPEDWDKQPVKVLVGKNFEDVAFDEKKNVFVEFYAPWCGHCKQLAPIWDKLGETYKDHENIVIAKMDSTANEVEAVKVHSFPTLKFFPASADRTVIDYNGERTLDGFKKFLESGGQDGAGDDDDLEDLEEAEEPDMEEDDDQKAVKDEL
# Granule exo inh = lytic granule exocytosis inhibition | TALL-104 LAMP-1 surface exposure, flow cytometry; cells stimulated with thapsigargin and PMA | inhibition, % at 10 µM | hit rate 0.66% among 360,000 | AID 651702;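 active = inhibition above about 55%, limit read from the data; inconclusive = no clear call, values can overlap the other calls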
# Vif imaging = blocks HIV Vif function. HEK293T cells, Vif self-association by quenched fluorescence, imaging, 24 h. inhibition, % at 7.49 µM. hit rate 0.35% among 340,000. AID 602346; in the data active = inhibition above about 50%, passing the limit was not always enough; inconclusive = no clear call, values can overlap the other calls; inactive = below about 31%; also: some results filed as inactive read as strong as hits
# hiPSC survival = increases survival of single human iPS cells. survival enhancement, % at 20 µM. hit rate 0.044% among 360,000. hiPSC single-cell survival, ATPlite luminescence; 100% = ROCK inhibitor wells, 0% = DMSO; in the data active = survival enhancement above about 18%;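 also: cells exposed to compounds for 16 hours before the ATP read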
# NR2E3 ag-1 = human photoreceptor-specific nuclear receptor agonism | AID 602229 | inhibition of corepressor binding, % at 3.98 µM | CHO-S Gal4-NCOR/VP16-NR2E3 two-hybrid, luciferase | hit rate 0.35% among 360,000;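 active = inhibition above the mean of all tested compounds plus 3 SD, cut at about 70% in these data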;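 also: 0% = DMSO with NR2E3 transfected cells and 100% = cells lacking NR2E3 construct; higher means lower luciferase signal from less NR2E3 corepressor binding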
# Target sequence (Q9Y5X4 whole entry, looked up, the tested form may be a part): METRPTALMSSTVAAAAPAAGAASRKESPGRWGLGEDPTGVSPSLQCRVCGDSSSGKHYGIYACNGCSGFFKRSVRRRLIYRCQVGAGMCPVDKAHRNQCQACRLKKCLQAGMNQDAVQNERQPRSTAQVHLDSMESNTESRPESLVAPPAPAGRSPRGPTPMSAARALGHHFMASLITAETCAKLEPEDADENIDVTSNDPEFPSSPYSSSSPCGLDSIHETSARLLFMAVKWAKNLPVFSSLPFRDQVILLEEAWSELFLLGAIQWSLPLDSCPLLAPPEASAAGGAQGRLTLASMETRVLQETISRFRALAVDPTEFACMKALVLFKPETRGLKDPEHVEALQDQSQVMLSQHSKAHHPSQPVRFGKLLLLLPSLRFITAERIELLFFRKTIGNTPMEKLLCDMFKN
# aDG glyco up = increases alpha dystroglycan glycosylation. activation, % at 10 µM. hit rate 0.22% among 360,000. Pro5-aDG cells, alpha-DG glycosylation AlphaScreen (IIH6); 0% Pro5, 100% B10-LARGE cell signal;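 active = activation of at least 8% versus controls, or a plate z-score of at least 8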;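 also: Pro5 are CHO cells carrying HIG-tagged alpha-DG that lacks glycosylation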
# Peg3 prom inh = Peg3 promoter activity inhibition; hit rate 1.7% among 360,000; inhibition, % at 20 µM; AID 588405; HeLa PEG-Prom luciferase reporter, luminescence, overnight;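 active = inhibition of at least 50% at 20 µM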
# MITF TRPM1 inh = inhibitors of MITF-driven TRPM1 promoter in melanoma cells | hit rate 0.83% among 330,000 | SK-MEL-5 TRPM1 promoter luciferase, 24 h | AID 488899 | inhibition, % at 12.5 µM;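 active = mean inhibition across replicates of 60% or more, whatever share of single replicates reaches that level; inconclusive = some that reach 60%, reason not given; inactive = mean inhibition across replicates below 60%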; also: values of inactives mirror those of a sister screen read the other way
# CaV13 ICDI inh = Disruptors of the CACNA1D IQ motif to Ca2+-dependent inactivation inhibitor domain association, primary screening, Förster resonance energy transfer in intact living …. HEK cells, CFP/YFP FRET ICDI-IQ, plate reader, 10 min; percent FRET-ratio fall versus neutral wells. inhibition, % at 12.3 µM. hit rate 0.098% among 340,000. AID 743397;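 active = mean replicate inhibition of at least 30% and at least 1% of replicates passing that level; inconclusive = only one of the two criteria is met; inactive = neither criterion is met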;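 also: 0% = median of the neutral control wells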
# NR2E3 ag-2 = agonists of human nuclear receptor NR2E3 | Q9Y5X4 | AID 2300 | inhibition of corepressor binding, % at 4.78 µM | GST-NR2E3/biotin-RetCOR TR-FRET, 1536-well | hit rate 0.12% among 320,000;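 active = percent inhibition above the cutoff of mean plus 3 SD of all tested compounds, set per screening campaign, cut at about 20% in these data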;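 also: 0% = DMSO wells and 100% = biotin wells as full block of FRET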
#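 System: GST-tagged NR2E3 plus biotinylated RetCOR corepressor; Amount: 1.35 nM GST-tagged NR2E3 final; Dosing: single nominal compound dose of 4.8 µM; Schedule: 5 h incubation at 4 °C; Technique: TR-FRET with europium anti-GST and streptavidin-D2, 340 nm excitation; Controls: biotin wells as high control, 0.6% DMSO wells as low control.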
# Numbers without * were called inactive; ? = inconclusive; / = not tested or not shown.
# Start of the data: the first 2 records, to show the layout:
SMILES,HIF-2a inh,PDI turbidity,Granule exo inh,Vif imaging,hiPSC survival,NR2E3 ag-1,aDG glyco up,Peg3 prom inh,MITF TRPM1 inh,CaV13 ICDI inh,NR2E3 ag-2
O=[N+]([O-])c1cc(CS(=O)(=O)Oc2ccc(Cl)cc2)c(O)c([N+](=O)[O-])c1,15,-3,16,9,-0.9,-32,-0.2,-5,4,-4,3
CCOC(=O)C1=CN(Cc2cccc(F)c2)S(=O)(=O)NC1c1cccc(OC)c1 (configuration not stated),10,1,-2,-4,-2.6,1,0.2,18,3,-6,/

# All compounds of this part, from the first entry:
SMILES,HIF-2a inh,PDI turbidity,Granule exo inh,Vif imaging,hiPSC survival,NR2E3 ag-1,aDG glyco up,Peg3 prom inh,MITF TRPM1 inh,CaV13 ICDI inh,NR2E3 ag-2
O=[N+]([O-])c1cc(CS(=O)(=O)Oc2ccc(Cl)cc2)c(O)c([N+](=O)[O-])c1,15,-3,16,9,-0.9,-32,-0.2,-5,4,-4,3
CCOC(=O)C1=CN(Cc2cccc(F)c2)S(=O)(=O)NC1c1cccc(OC)c1 (configuration not stated),10,1,-2,-4,-2.6,1,0.2,18,3,-6,/
CCOc1ccc(S(=O)(=O)Nc2cccc(OC)c2)cc1,14,14,0,-9,-1.6,14,0.5,24,10,-9,1
O=C(Nc1ccc(S(=O)(=O)NCc2ccccc2)cc1)C1CCCCC1,17,10,-2,9,2.1,6,-0.4,13,21,-6,0
CCOC(=O)N1CCC(=NNC(=O)COc2ccc(C#N)cc2)CC1,2,-11,-1,-11,0.3,-6,-0.1,8,-3,-3,0
COc1ccccc1N1CC(C(=O)Nc2nnc(SCC(=O)NC(C)C)s2)CC1=O (configuration not stated),7,6,-2,7,-0.5,-15,-0.3,25,3,-6,2
CCn1c(C(C)NC(=O)c2cccs2)n[nH]c1=S (configuration not stated),16,-7,5,0,1.8,23,0.1,4,-4,-5,-1
COC(=O)[C@@H](c1ccccc1)N(C)S(=O)(=O)c1cccc(S(=O)(=O)N(C)[C@@H](C(=O)OC)c2ccccc2)c1,12,-4,-4,-12,0.3,28,-0.1,14,19,-7,3
Nc1nc2nc(-c3ccccc3)cc(C(F)(F)F)c2s1,-13,3,38,11,0.2,14,0.1,2,6,-4,6
CN(C)S(=O)(=O)N1CCN(S(=O)(=O)N(C)C)CC1,-5,-3,-4,4,2.1,0,0.0,0,1,-8,3
O=C(NCCN1C(=O)C2C3C=CC(C3)C2C1=O)N1CCCCC1 (configuration not stated),-12,/,2,10,-1.8,-50,-0.1,-4,-1,-2,0
CN(C(=O)c1cccc(NC(=O)Cc2ccc(NC(=O)C3CCCN(C(=O)C4CC4)C3)cc2)c1)C1CCCC1 (configuration not stated),-10,0,-3,2,-0.5,-11,0.1,7,-1,-5,/
O=C(Nc1ccccc1N1CCOCC1)C1CCCO1 (configuration not stated),1,-2,-4,16,0.6,-26,-0.3,12,2,-3,/
COc1ccc(OC)c(C(O)c2coc3ccc(O)c(CN4CCOCC4)c23)c1 (configuration not stated),-11,5,0,-7,-1.7,-14,-0.1,11,-8,-4,-1
CC(C)NCC(=O)Nc1c2c(nc3ccccc13)CCC2,17,7,-4,-3,-0.6,1,0.0,7,8,-20,4
C=CCC[C@@H](Cc1ccc(F)cc1)C(=O)OC[C@@H](Cc1c[nH]c2ccccc12)NC(=O)[C@H](CC=C)CC(=O)N(CCO)Cc1ccccc1,6,5,28,-12,0.3,-7,-0.1,52*,10,-11,/
O=C(COC(=O)CCc1nc2ccccc2c(=O)[nH]1)Nc1c(Cl)cccc1C(F)(F)F,7,3,3,-6,2.4,2,-0.3,7,-2,-7,1
CC1Cc2cc(S(=O)(=O)N3CCCCC3)ccc2N1C(=O)C1CCC1 (configuration not stated),8,-2,-2,3,-0.3,-45,-0.3,5,-13,-14,1
Cc1c(C#N)c(NC(=O)CCl)n(Cc2cccs2)c1C,30,7,4,2,-2.1,22,-0.3,50,77*,-4,1
COc1cc(NS(C)(=O)=O)c(OC)cc1NC(=O)c1cccc(F)c1,-9,-9,-2,2,-0.4,-6,0.0,16,8,-9,1
CC1(C)Cc2c(c(N3CCCC3)nc3sc(C(=O)Nc4ccccc4)c(N)c23)CO1,-238,1,3,5,-0.5,-124,-0.2,-163,-45,-7,-1
CCC(CC)C(=O)Nc1cc(OC)c(OC)cc1C(=O)O,12,3,-2,3,-0.9,8,0.1,6,0,-4,2
Cc1ccc2c(c1)C1CN(C)CCC1N2S(=O)(=O)c1cccc(F)c1 (configuration not stated),20,21,1,-11,-0.4,-3,-0.2,8,/,-2,2
Cc1ccc(NCc2nnc(SCC(=O)NNC(=O)Cc3ccccc3)n2C)cc1,15,-1,-4,-3,-0.3,19,0.0,2,0,2,-2
Cc1nnc(NC(=O)CSc2nnc(CNC(=O)C34CC5CC(CC(C5)C3)C4)n2C2CCCCC2)s1,8,/,-1,-6,-2.2,-15,0.2,8,/,-4,2
# The list continues.
SMILES,HIF-2a inh,PDI turbidity,Granule exo inh,Vif imaging,hiPSC survival,NR2E3 ag-1,aDG glyco up,Peg3 prom inh,MITF TRPM1 inh,CaV13 ICDI inh,NR2E3 ag-2
COc1ccccc1CNC(=O)CNCCc1ccc(OC)c(OC)c1,14,17,-5,10,0.0,-21,0.3,4,28,-2,1
CCOc1ccc(OCCOC(=O)CN2C(=O)NC3(CCCC3)C2=O)cc1,-14,0,0,9,0.8,-23,-0.5,-25,3,-15,1
O=C(O)CC1S/C(=N/N=C/c2ccc(Br)cc2)N(c2ccccc2)C1=O (configuration not stated),2,4,2,12,-1.6,-25,-0.4,14,-9,-5,/
COc1ccccc1NC(=O)N(C)C[C@H]1Oc2cc(Br)ccc2S(=O)(=O)N([C@H](C)CO)C[C@H]1C,3,-1,2,-3,2.2,-23,0.0,-13,/,-5,/
Cc1cccc(OCc2nc(-c3nonc3N)no2)c1C,-266,3,0,1,4.7,-109,-0.2,-282,-85,-5,-1
O=C(OCn1nnc2ccccc2c1=O)c1ccc(N2CCOCC2)c([N+](=O)[O-])c1,-2,12,-1,-8,0.7,3,-0.1,-4,5,-15,-6
CN(CC(=O)Nc1ccc(F)c(F)c1F)C(=O)c1cc(-c2ccncc2)nc2ccccc12,22,-2,-2,13,-0.4,-14,0.6,7,14,-6,0
CCOc1ccc(C(C)=O)cc1CSc1nc2nc(C)cc(C)n2n1,13,-3,-4,2,-0.9,-12,-0.1,13,-3,3,-2
Cc1sc2nc(CSc3cccc(C(F)(F)F)c3)[nH]c(=O)c2c1C,23,-18,-3,-2,-0.4,-6,0.1,10,1,-4,0
CC1(c2ccccc2)NC(=O)N(CC(=O)Nc2ccc(C(N)=O)cc2)C1=O (configuration not stated),11,10,-12,-5,-0.5,-10,0.0,9,-4,-6,3
COc1ccc(NC(=O)CN2CCC(C)CC2)c([N+](=O)[O-])c1,-248,1,-2,-9,-2.5,-31,-0.3,-112,-41,-8,2
NC(=NCCc1ccc(Cl)cc1)NS(=O)(=O)c1ccccc1,6,-4,-3,-10,-0.3,-4,0.1,-5,8,-15,-1
CC(OC(=O)C1=Cc2ccccc2OC1)C(=O)NC(C)(C)C (configuration not stated),-1,-5,-5,-13,-0.7,-33,2.1,5,-6,-4,-1
CCCCCCCCN1[C@@H](CC(=O)OCC)c2cc(C(F)(F)F)ccc2S1(=O)=O,8,-4,6,-6,2.3,-3,0.3,6,-2,-12,2
Cn1cccc1/C=N\NC(=O)c1cncc(Br)c1,-17,6,1,1,-0.4,14,0.0,-10,/,-20,4
COc1ccc(NC(=O)Nc2ccccc2C(N)=O)cc1OC,-4,-2,-2,-8,-1.0,-1,0.1,18,8,-9,-4
O=C(Nc1ccc2snnc2c1)N1CCN(c2ccccc2)CC1,4,0,-4,2,3.9,-12,0.0,-10,-3,-5,-1
O=C(Nc1ccccc1)/C(=C/c1cccnc1)NC(=O)c1ccco1,12,-6,0,1,2.7,-27,-0.1,11,-1,-3,0
CC(=O)N1c2ccccc2CCc2ccc(N)cc21,-1,-3,-5,11,0.4,7,0.0,6,16,-2,0
NC(=O)c1ccccc1OCC(=O)Nc1cccnc1Cl,-56,-9,1,-2,-0.1,-18,0.0,-27,-18,-2,6
COc1cc(NCCCn2cnc3c(OC)ncnc32)cc(OC)c1OC,7,4,1,1,-0.2,-29,0.3,-5,/,-4,/
COc1cccc(CNc2nc3ccccc3n2CCN2CCCCC2)c1OC,0,13,3,34,-0.6,37,-0.4,10,-3,/,-4
CN(C)c1ccc(C(=S)N2CCN(Cc3ccccc3)CC2)cc1,-9,-1,-3,-4,-0.3,39,-0.1,20,-15,-13,6
CCc1ccc(CN(C)C(=O)CC2C(=O)NCCN2Cc2ccoc2)cc1 (configuration not stated),10,-14,-4,-1,-0.1,-15,0.0,9,0,2,-2
Cc1ccc(-n2nnnc2-c2cccc(C)c2)cc1,0,-1,-3,-3,0.1,-1,0.1,26,-3,-3,4
# Later entries:
SMILES,HIF-2a inh,PDI turbidity,Granule exo inh,Vif imaging,hiPSC survival,NR2E3 ag-1,aDG glyco up,Peg3 prom inh,MITF TRPM1 inh,CaV13 ICDI inh,NR2E3 ag-2
O=C1/C(=C/c2cccs2)SC(=S)N1CCC(=O)N1CCCCC1CCO (configuration not stated),-160,-8,0,-4,-0.7,4,0.8,-96,-30,-2,-1
CC(=O)NC(=O)c1ccc(-c2ccc(Cl)cc2)o1,-128,-43,-8,-5,0.0,-15,0.3,-116,-5,-4,2
CC(Sc1nc(-c2ccccc2)cc(C(F)(F)F)n1)C(=O)NCCN1CCOCC1 (configuration not stated),2,-2,-8,12,2.8,-1,0.2,2,0,/,3
CC(C)(C)OC(=O)N1CCC(NC(=O)c2[nH]cnc2C(=O)Nc2ccc(Cl)cc2)CC1,3,-11,8,37,-2.3,4,0.4,32,5,-4,1
Cc1cccc(C)c1OCC(=O)NCc1ccccc1,-9,-4,4,/,-0.8,0,0.1,-6,-2,-18,3
C=CCC1(CC=C)CCCN1C(=O)c1cc(COc2ccc(-n3cncn3)cc2)on1,-1,-7,8,-35,-0.3,106*,4.5,3,3,/,-1
CC(c1ccccc1)N1C(=O)c2ccc(C(=O)Nc3ccccc3C(=O)O)cc2C1=O (configuration not stated),-46,7,0,-4,-0.3,-12,0.0,11,26,-7,3
CCOc1ccc(-c2cc(CCCC(=O)Nc3cccc(OC)c3)no2)cc1,42*,/,1,2,-1.0,-28,-0.1,-13,?,-1,2
O=C(O)CCC(=NNC(=O)c1cccc(S(=O)(=O)N2CCCCC2)c1)c1ccccc1,9,7,1,4,-0.4,16,0.0,-4,/,-6,/
Cc1cccc(N2CCN(C(=O)c3cc4ccccc4oc3=O)CC2)c1C,-56,/,-4,68*,-1.6,-17,0.0,-62,/,-5,1
COc1ccc2nc(C(F)(F)Cl)c(C#N)c(N)c2c1,-17,-1,5,-10,0.9,2,0.3,-29,-11,-4,2
c1ccc2nc(NN=C3CCCCC3)ccc2c1,-125,-3,-2,-6,-0.2,-98,1.1,-248,-7,-3,/
